# Lmaj promast = inhibitors of Leishmania major promastigote growth. inhibition, % at 10 µM. actives 9% (n = 200,000). Leishmania major promastigotes, resazurin fluorescence viability. AID 1063; in the data active = inhibition above about 50%;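 note: promastigotes grown with compound for 44 hours at 28 °C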
# Hsp70 act = switches on Hsp70 transcription; HeLa Hsp70 promoter luciferase reporter, luminescence; scaled: vehicle 0, proteasome-inhibitor control 100%; actives 0.04% (n = 200,000); activation, % at 10 µM; AID 1203;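 active = activation above the mean across all tested compounds plus 3 SD, cutoff set per campaign, cut at about 5.5% in these data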;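 note: 100% = MG132 at 30 µM as the positive control and 0% = DMSO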
# Redox H2O2 prof = compounds producing H2O2 with reducing agent – biochemical, NIH compound library profiling, artefact control for MLSCN library redox annotation, primary screen; DTT-dependent redox cycling H2O2, phenol red/HRP absorbance; 100% = 100 µM peroxide control, 0% = buffer; activation, % at 10 µM; actives 0.03% (n = 200,000);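 active = activation of at least 50% relative to the plate's high and low controls in the primary single-dose screen; inactive = activation below 50%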;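 note: compound incubated with DTT at 0.8 mM final as the reducing agent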
# S1P3 antag = antagonists of human S1P3 receptor; CHO S1P3 NFAT-BLA reporter, FRET fluorescence, antagonist mode; actives 0.27% (n = 170,000); Q99500; inhibition, % at 4.98 µM;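 active = inhibition above the plate cutoff, the mean inhibition of test wells on that plate plus 3 SD, cut at about 28% in these data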;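 note: cells challenged with S1P at its EC80 of 0.8 µM; blue over green emission ratio from cleaved BLA substrate after 4 h stimulation; 0% = S1P-stimulated wells and 100% = unstimulated DMSO-only wells; some compounds past the cut are filed as inactive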
# Target sequence (Q99500 whole entry, looked up): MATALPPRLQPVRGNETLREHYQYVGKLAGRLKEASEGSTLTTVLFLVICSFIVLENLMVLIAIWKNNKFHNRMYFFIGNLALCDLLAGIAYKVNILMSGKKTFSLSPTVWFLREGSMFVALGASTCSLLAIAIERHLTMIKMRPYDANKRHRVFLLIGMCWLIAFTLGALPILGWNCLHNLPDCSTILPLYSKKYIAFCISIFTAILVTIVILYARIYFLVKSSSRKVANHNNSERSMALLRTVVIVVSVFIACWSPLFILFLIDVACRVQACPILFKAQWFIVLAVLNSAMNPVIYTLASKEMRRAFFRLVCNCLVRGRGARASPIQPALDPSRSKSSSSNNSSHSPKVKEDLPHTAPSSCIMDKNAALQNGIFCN
# TLR4-MyD88 BLA = inhibitors of human TLR4-MyD88 binding | O00206+Q99836 | HeLa CL3-4 TLR4/MyD88 BLA complementation, FRET ratio | inhibition, % at 8.4 µM | actives 0.18% (n = 200,000); in the data active = inhibition above about 25%;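 note: 0% = vehicle and 100% = reference inhibitor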
# Numbers without * were called inactive; x = no result given.
# Codes – A = Lmaj promast; B = Hsp70 act; C = Redox H2O2 prof; D = S1P3 antag; E = TLR4-MyD88 BLA
CN(C)S(=O)(=O)c1ccc(Cl)c(NC(=O)COC(=O)c2ccc3c(c2)NC(=O)CS3)c1
  A = x	B = x	C = x	D = -8	E = x
COc1cccc2cc(C(=O)Nc3ccc(S(=O)(=O)NCC4CCCO4)cc3)c(=O)oc12 (stereo not given)
  A = x	B = x	C = x	D = -14	E = x
CC12CCC(C(=O)N/N=C/c3ccc(O)cc3O)(OC1=O)C2(C)C (stereo not given)
  A = x	B = x	C = x	D = 23	E = x
Cc1ccc(-c2nnc(Nc3ccc(CC(N)=O)cc3)c3ccccc23)cc1S(=O)(=O)NCC1CCCO1 (stereo not given)
  A = x	B = x	C = x	D = -17	E = x
Cc1nc(-c2ccccn2)nc(SCC(=O)c2ccccc2)c1Cl
  A = x	B = x	C = x	D = -1	E = x
CCN(CC)C(=S)Oc1c(Cl)cccc1Cl
  A = x	B = x	C = x	D = 3	E = x
C/C(=N/NC(=O)CN1CCN(Cc2ccccc2Cl)CC1)c1ccco1
  A = x	B = x	C = x	D = 9	E = x
Cc1cc(-c2nnc3n2N=C(c2ccc(F)cc2)CS3)n[nH]1
  A = x	B = x	C = x	D = -2	E = x
COc1ccc(CCNC(=O)CSc2nc(O)cc(=O)[nH]2)cc1OC
  A = x	B = x	C = x	D = -4	E = x
O=C(N/C(=C/c1ccco1)C(=O)N1CCc2ccccc21)c1ccco1
  A = x	B = x	C = x	D = -22	E = x
COCCn1cnc2c(c1=O)c1nc3ccccc3nc1n2/N=C/c1cccc(OC)c1OC
  A = x	B = x	C = x	D = 9	E = x
COc1cc(/C=C(\C#N)C(=O)NCC2CCCO2)ccc1OCCC(C)C (stereo not given)
  A = x	B = x	C = x	D = -5	E = x
S=C(Nc1ccccc1)Nc1ccc2cn[nH]c2c1
  A = x	B = x	C = x	D = -11	E = x
CC(C)C[C@H](NC(=O)NCc1ccc(F)cc1)C(=O)O
  A = x	B = x	C = x	D = -8	E = x
O=C(Nc1cc(Cl)cc(Cl)c1)c1coc(=O)c(Br)c1
  A = x	B = x	C = x	D = -15	E = x
NC(=S)N/N=C/c1coc2ccc(F)cc2c1=O
  A = x	B = x	C = x	D = 11	E = x
CCc1ccc(-n2c(SCC(=O)Nc3ccc(C(=O)O)cc3)nnc2-c2ccncc2)cc1
  A = x	B = x	C = x	D = -16	E = x
Nc1ccc2nc3c(=O)n(CCc4ccccc4)c(=O)[nH]c3nc2c1
  A = x	B = x	C = x	D = 8	E = x
COc1cc(C(=S)N2CCOCC2)cc(OC)c1OC
  A = x	B = x	C = x	D = -8	E = x
Cc1nnc(NC(=O)CSc2ncc(-c3ccccc3)[nH]2)s1
  A = x	B = x	C = x	D = 2	E = x
O=[N+]([O-])c1cc(CSC2=NCCN2)ccc1O
  A = x	B = x	C = x	D = 13	E = x
Cc1noc(C)c1S(=O)(=O)Nc1ccccc1N1CCOCC1
  A = x	B = x	C = x	D = 7	E = x
O=C1C(NS(=O)(=O)c2ccccc2)=C(N2CCN(c3ccc(F)cc3)CC2)C(=O)c2ccccc21
  A = x	B = x	C = x	D = 4	E = x
CC(C)c1ccc(C(O)P(=O)(OC2CCCCC2)OC2CCCCC2)cc1 (stereo not given)
  A = x	B = x	C = x	D = 1	E = x
Cc1ccc(Nc2nc(Cl)c(C=O)s2)cc1
  A = x	B = x	C = x	D = -12	E = x
Cc1nc2c(C)cccc2c2c1CCS2
  A = x	B = x	C = x	D = 6	E = x
Cc1ccc2[nH]c(=O)c(CN(Cc3cccnc3)Cc3nnnn3CC3CCCO3)cc2c1 (stereo not given)
  A = x	B = x	C = x	D = 8	E = x
COc1ccc(C(=O)CSc2[nH]c(=O)cc(C(F)(F)F)c2C#N)cc1
  A = x	B = x	C = x	D = -15	E = x
O=C(CC(CC(=O)c1ccc(Br)cc1)c1cccnc1)c1ccc(Br)cc1
  A = x	B = x	C = x	D = 0	E = x
Cn1cnc(NCc2ccccc2)c1[N+](=O)[O-]
  A = x	B = x	C = x	D = -8	E = x
O=c1[nH]nc(-c2ccccc2)c2ccccc12
  A = x	B = x	C = x	D = 10	E = x
CCC(c1nnc(SCC(=O)N2CCOCC2)n1C1CCCCC1)N(C)C (stereo not given)
  A = x	B = x	C = x	D = -1	E = x
COc1ccccc1/C=C1\Oc2cc(OC(=O)N3CCOCC3)ccc2C1=O
  A = x	B = x	C = x	D = 9	E = x
Nc1ncnc(NC2CCS(=O)(=O)C2)c1[N+](=O)[O-] (stereo not given)
  A = x	B = x	C = x	D = -9	E = x
COc1ccc(NC(=S)Nc2ccccn2)cc1
  A = x	B = x	C = x	D = 5	E = x
Cc1cc(C)n(-c2ncccc2[N+](=O)[O-])n1
  A = x	B = x	C = x	D = -9	E = x
O=C1OCC/C1=C\OCCCO/C=C1\CCOC1=O
  A = x	B = x	C = x	D = -10	E = x
Nc1nc(NCCCN2CCOCC2)nc(Nc2ccccc2F)c1[N+](=O)[O-]
  A = x	B = x	C = x	D = -6	E = x
Cc1c(C(=O)NN)sc(=S)n1C
  A = x	B = x	C = x	D = 1	E = x
CC(C)(C)OC(=O)Nc1ncnc2c1ncn2C1OC(CO)C2OC(C)(C)OC21 (stereo not given)
  A = x	B = x	C = x	D = 9	E = x
COc1ccc(/C=C/C(=O)Nc2cccc(S(=O)(=O)NC3=NCCCCC3)c2)cc1
  A = x	B = x	C = x	D = 1	E = x
COc1ccc(/C=N/NC(=O)c2cccnc2)cc1CN1CCOCC1
  A = x	B = x	C = x	D = -3	E = x
Nc1ccc(C(=O)C(=O)c2ccc(N)cc2)cc1
  A = x	B = x	C = x	D = 10	E = x
O=C(NNC(=O)c1cc2cc(OC(F)(F)F)ccc2[nH]1)c1ccc(Cl)cc1
  A = x	B = x	C = x	D = 1	E = x
O=c1ccc2[n+]([O-])c3ccc(O)cc3oc-2c1
  A = x	B = x	C = x	D = 1	E = x
N#CCc1nn(-c2ccccc2)c2ncnc(N)c12
  A = x	B = x	C = x	D = -17	E = x
Cc1ccc(/C=C2\CCOC2=O)cc1
  A = x	B = x	C = x	D = -5	E = x
Cc1ccccc1Cn1nc(C)c(NC(=O)c2cc(CC(C)C)on2)c1C
  A = x	B = x	C = x	D = 4	E = x
Nc1ccc(S(=O)(=O)Nc2nccc(/C=C/c3ccc(Cl)cc3Cl)n2)cc1
  A = x	B = x	C = x	D = 4	E = x
CC(C)(C)C(=O)NC(=S)Nc1ccc(C(F)(F)F)cc1
  A = x	B = x	C = x	D = -15	E = x
O=C1N/C(=N/S(=O)(=O)Cc2ccccc2)S/C1=C/c1ccc2c(c1)OCO2
  A = x	B = x	C = x	D = -12	E = x
COC(=O)c1c(-c2ccccc2Cl)noc1-c1cnc(N)nc1C(F)(F)F
  A = x	B = x	C = x	D = 5	E = x
CC(C)=CCC(C)(C)/C=N/NC(N)=O
  A = x	B = x	C = x	D = -6	E = x
CCc1sc(-c2ccccc2)nc1C(=O)OC
  A = x	B = x	C = x	D = -1	E = x
CCOc1cc(C(=O)NC(=S)Nc2ccc(Cl)c(C(=O)O)c2)cc(OCC)c1OCC
  A = x	B = x	C = x	D = 9	E = x
O=C(Cc1ccc(Br)cc1)Nc1ncc([N+](=O)[O-])s1
  A = x	B = x	C = x	D = -3	E = x
Cc1cccc(-n2ncc3c(N4CCN(c5nc(C)cc(C)n5)CC4)ncnc32)c1
  A = x	B = x	C = x	D = -4	E = x
O=C(Nc1cccc([N+](=O)[O-])c1)ONC1=NCCCCC1
  A = x	B = x	C = x	D = 16	E = x
COc1cc2c(cc1OC)C(/C=C/c1ccco1)=NCC2
  A = x	B = x	C = x	D = 0	E = x
CC1CCN(S(=O)(=O)c2cccc(C(=O)NNC(=O)c3ccco3)c2)CC1
  A = x	B = x	C = x	D = -4	E = x

# Some of the entries so far, with values under each structure:
# Sequence of screens: Lmaj promast | Hsp70 act | Redox H2O2 prof | S1P3 antag | TLR4-MyD88 BLA
> N#CCc1nn(-c2ccccc2)c2ncnc(N)c12
 : x | x | x | -17 | x
> Cc1ccc(/C=C2\CCOC2=O)cc1
 : x | x | x | -5 | x
> Cc1ccccc1Cn1nc(C)c(NC(=O)c2cc(CC(C)C)on2)c1C
 : x | x | x | 4 | x
> Nc1ccc(S(=O)(=O)Nc2nccc(/C=C/c3ccc(Cl)cc3Cl)n2)cc1
 : x | x | x | 4 | x
> CC(C)(C)C(=O)NC(=S)Nc1ccc(C(F)(F)F)cc1
 : x | x | x | -15 | x

# Record cards, from the list above:
# COC(=O)c1c(-c2ccccc2Cl)noc1-c1cnc(N)nc1C(F)(F)F across the screens: Lmaj promast: x; Hsp70 act: x; Redox H2O2 prof: x; S1P3 antag: 5; TLR4-MyD88 BLA: x
# CC1CCN(S(=O)(=O)c2cccc(C(=O)NNC(=O)c3ccco3)c2)CC1 across the screens: Lmaj promast: x; Hsp70 act: x; Redox H2O2 prof: x; S1P3 antag: -4; TLR4-MyD88 BLA: x

# Continued:
# Codes – A = Lmaj promast; B = Hsp70 act; C = Redox H2O2 prof; D = S1P3 antag; E = TLR4-MyD88 BLA
Cc1ccc(NC(=O)c2cc3c(=O)oc4ccc(C)cc4c3s2)nc1
  A = x	B = x	C = x	D = 7	E = x
Cc1ccc(C(=O)N2CCN(c3ncnc4c3cnn4-c3ccccc3)CC2)cc1
  A = 53*	B = 0.1	C = 1.3	D = x	E = -14
Cn1c(-c2ccccc2Br)n[nH]c1=S
  A = -7	B = -0.3	C = 0.3	D = x	E = -19
CC(C)(C(=O)c1ccccc1)/[N+]([O-])=C/c1ccccc1F
  A = -6	B = -0.1	C = 0.7	D = x	E = -3
CCOC(=O)c1ccc2c(c1)N(CC)/C(=C\C=C1/SC(=S)N(CC)C1=O)N2CC
  A = -4	B = -0.3	C = -0.8	D = x	E = 1
Cc1ccc(S(=O)(=O)N(CC(=O)NCCSCc2ccco2)c2cc(C)ccc2C)cc1
  A = 100*	B = -0.2	C = 0.5	D = x	E = -2
O=C(CCc1ccccc1)Nc1c(F)cccc1F
  A = -7	B = 0.2	C = -4.6	D = x	E = 0
Oc1ccc2ccc3cccc[n+]3c2c1
  A = 3	B = -0.1	C = 2.0	D = x	E = 19
O=C(Nc1ccccc1-c1nnn(CC(=O)N2CCCc3ccccc32)n1)c1cccc(Cl)c1
  A = 4	B = -0.3	C = 1.2	D = x	E = -6
CCc1nc(SCc2nnc(-c3ccc(C)cc3)o2)c2c(C)c(C)sc2n1
  A = -5	B = -0.2	C = 0.5	D = x	E = 12
Clc1ccc(SCc2cc(Cl)nc(-c3ccccc3)n2)cc1
  A = -5	B = -0.1	C = 2.3	D = x	E = 21
O=C(Nc1ccccc1Sc1ccccc1)c1ccccc1F
  A = 24	B = 0.0	C = -3.8	D = x	E = -21
NC(=O)CSc1nnc(CCc2nc3ccccc3[nH]2)n1-c1ccccc1
  A = -3	B = 0.2	C = 0.4	D = x	E = -4
O=C(NC1(C(F)(F)F)C(=O)Nc2c1c(=O)[nH]c(=O)n2-c1ccccc1)c1ccncc1 (stereo not given)
  A = -5	B = -0.1	C = -3.8	D = x	E = 7
O=C(Nc1ccc(NC(=S)NC(=O)c2ccccc2Cl)cc1)c1cccc(Cl)c1
  A = 37	B = -0.1	C = 1.6	D = x	E = 1
Cn1c(OCc2ccc3c(c2)OCO3)nc2c1c(=O)n(Cc1cccc(Cl)c1)c(=O)n2C
  A = 1	B = 0.9	C = 0.1	D = x	E = -2
O=C(NCC(=O)N(c1ccccc1)C(C(=O)NC1CCCC1)c1ccncc1)c1ccco1 (stereo not given)
  A = -6	B = -0.2	C = 0.2	D = x	E = 0
CSc1ccc(CN2CCC(O)CC2)cc1
  A = 81*	B = -0.4	C = 2.6	D = x	E = 9
C=C(C)C1Cc2c(C)nn(-c3cc(C)c4ccccc4n3)c2C1 (stereo not given)
  A = -1	B = -0.1	C = 0.6	D = x	E = -6
COC(=O)c1ccccc1NC(=S)NC(=O)COc1ccc(C)cc1
  A = -8	B = 0.1	C = 1.9	D = x	E = 13
COC(=O)c1ccc(C(=O)OC)c(NC(=O)c2cc3ccccc3o2)c1
  A = -6	B = 0.1	C = 0.1	D = x	E = 12
CCOc1ccc(-n2c3nc4ccccc4nc3c3c(=O)n(Cc4ccco4)cnc32)cc1
  A = -2	B = -0.3	C = 0.9	D = x	E = -4
CN1C(=O)CC(N2CCN(c3ccccc3)CC2)C1=O (stereo not given)
  A = -4	B = -0.1	C = -0.4	D = x	E = -6
CC(C)n1c(CN2CCN(C)CC2)nc2c1c(=O)n(C)c(=O)n2C
  A = -1	B = -0.3	C = 2.0	D = x	E = 0
C/C(=N\Nc1cc(-c2ccccc2)nc(-c2ccc(Br)cc2)n1)c1cccc(N)c1
  A = 11	B = 0.2	C = 2.7	D = x	E = -9
Cc1cccn2c(=O)c3cc(C#N)c(=N)n(CC4CCCO4)c3nc12 (stereo not given)
  A = 15	B = 0.1	C = 0.7	D = x	E = 2
CN1C(=O)NC(c2ccccc2)C2=C1CN(Cc1ccccc1)C2=O (stereo not given)
  A = -3	B = -0.2	C = 1.6	D = x	E = 7

# Some of the compounds tested; rates above refer to the full screens.
